Assay outcomes (PubChem BioAssay)
RNase H inhibition: RNase H inhibition, HIV 1 Gag Pol polyprotein, FRET biochemical assay, screening (AID 372); HIV-1 RT RNase H, FRET RNA/DNA substrate fluorescence; higher % means a stronger effect; inhibition, % at 10 µM, or IC50 in µM where a hit was titrated; 100,000 tested, 0.77% active; in the data active means inhibition above about 50%
The depositor's hits bear a star.

SMILES | RNase H inhibition
Cc1ccc(OCCCCCCN2CCCC2)c(C)c1 | 0%
Cc1csc(NC(=O)CCN2C(=O)/C(=C/c3ccc4c(c3)OCO4)SC2=S)n1 | 40%
CCCN(CCC)S(=O)(=O)c1ccc(C(=O)Nc2ccc(S(=O)(=O)Nc3nccs3)cc2)cc1 | 11%
COc1ccc(/C=N/NC(=O)CCNc2n[nH]c(=O)[nH]c2=O)cc1 | 9%
CC(N/C=C1/CC(=O)NC1=O)c1ccccc1 (stereo not given) | 10%
CCOc1cccc(C(=O)Nc2cccc(-c3nc4ccccc4o3)c2)c1 | 6%
N/C(=N\OC(=O)C12CC3CC(CC(C3)C1)C2)c1ccccn1 | 6%
CCOC(=O)C1=C(C)N=c2s/c(=C\c3ccc(-c4cccc(Cl)c4Cl)o3)c(=O)n2C1c1ccc(OC)c(OC)c1 (stereo not given) | 25%
CN(C)c1ccc(NC(=S)NC(=O)c2cccc(Br)c2)cc1 | 27%
COc1ccc(C(=O)NC(=S)N2CCCCC2)cc1 | 5%
CNC(=O)C(C)SCc1ccccc1 (stereo not given) | 9%
COc1ccc(/C=C/C(=O)Nc2ccc([N+](=O)[O-])cc2OC)cc1 | 3%
COc1cc(/C=C2\SC(NC(C)=O)=NC2=O)cc2sc(=O)oc12 | 11%
COc1ccc(OC)c(NC(=O)c2ccc(Cl)cc2[N+](=O)[O-])c1 | 4%
CCSc1nnc2n(-c3ccc(C)cc3)c(=O)c3c4c(sc3n12)CCCC4 | 7%
COc1cc(/C=N/Nc2nc(Nc3ccccc3)nc(N3CCOCC3)n2)ccc1OCc1ccccc1 | 5%
CSc1ccccc1NC(=O)c1nn2c(c1Br)NC(c1cccs1)CC2C(F)(F)F (stereo not given) | 18%
O=C(O)c1cc(-c2ccncc2)nc2ccccc12 | 0%
Cc1c(C(=O)O)cccc1-c1ccc(/C=C2\C(=O)NC(=O)N(c3ccc(Br)cc3)C2=O)o1 | 17%
CCOC(=O)c1c(NC(=O)c2cc([N+](=O)[O-])ccc2N2CCCCC2)sc2c1CCCC2 | 6%
O=C(Nc1ccc2oc(-c3ccncc3)nc2c1)c1ccncc1 | 11%
COc1ccc(OC)c(NC(=O)c2cccc3c(Br)cccc23)c1 | 18%
COc1cc(NC(=O)c2cc3nc(-c4ccc(C)cc4)cc(C(F)(F)F)n3n2)cc(OC)c1OC | 3%
Nc1[nH]n(-c2ccccc2)c(=O)c1N=Nc1ccc(Cl)cc1 | 9%
CC(NC(=O)C(=O)NCCCO)c1ccccc1 (stereo not given) | 5%
CCOC(=O)C(Cc1ccc(Br)cc1)Sc1nc2ccccc2[nH]1 (stereo not given) | 0%
CCC(=O)Nc1ccc(NC(=O)c2cccc([N+](=O)[O-])c2)cc1 | 5%
O=C(Nc1ccc(I)cc1)c1c(F)cccc1F | 0%
COc1cc(/C=C2/C(=O)NN(c3ccc(C)cc3)C2=O)cc(Cl)c1O | 12%
O=C(N/N=C/c1ccccc1O)c1ccccc1Br | 0%

Grouped by structure, the compounds so far with a Cl atom (4)
SMILES | RNase H inhibition
CCOC(=O)C1=C(C)N=c2s/c(=C\c3ccc(-c4cccc(Cl)c4Cl)o3)c(=O)n2C1c1ccc(OC)c(OC)c1 (stereo not given) | 25%
COc1ccc(OC)c(NC(=O)c2ccc(Cl)cc2[N+](=O)[O-])c1 | 4%
Nc1[nH]n(-c2ccccc2)c(=O)c1N=Nc1ccc(Cl)cc1 | 9%
COc1cc(/C=C2/C(=O)NN(c3ccc(C)cc3)C2=O)cc(Cl)c1O | 12%

(further entries)
SMILES | RNase H inhibition
CCc1nnc(NS(=O)(=O)c2ccc(NC(=S)NC(=O)/C=C/c3ccc(C(C)C)cc3)cc2)s1 | 23%
COc1cc(/C=N/NC(=O)C(=O)NC(C)C)cc(OC)c1OC | 32%
CC1=NN(c2ccc([N+](=O)[O-])cc2)C(=O)/C1=C\N(C)C | 4%
NS(=O)(=O)c1ccc(CNS(=O)(=O)c2ccc([N+](=O)[O-])cc2)cc1 | 4%
CCCCSc1nnc2c(n1)OC(c1cc(Br)c(O)c(OCC)c1)Nc1ccccc1-2 (stereo not given) | 0%
COC(=O)C1=C(C)NC2=C(C(=O)CCC2)C1c1ccc(C)cc1 (stereo not given) | 0%
CC(C)c1ccc(/C=C2\SC(=S)N(Cc3ccccc3)C2=O)cc1 | 7%
O=S1(=O)N=C(N2CCOCC2)c2ccccc21 | 1%
Cc1cc(/C=C(\C#N)C(N)=O)c(C)n1-c1ccccc1 | 0%
O=S(=O)(Nc1ccc(Cl)cc1)c1ccc2c(c1)OCCO2 | 8%

An excerpt from above in order of count of non-hydrogen atoms, largest number first:
SMILES | RNase H inhibition
CCCCSc1nnc2c(n1)OC(c1cc(Br)c(O)c(OCC)c1)Nc1ccccc1-2 (stereo not given) | 0%
NS(=O)(=O)c1ccc(CNS(=O)(=O)c2ccc([N+](=O)[O-])cc2)cc1 | 4%
CC1=NN(c2ccc([N+](=O)[O-])cc2)C(=O)/C1=C\N(C)C | 4%

Retrieved by structure from above, 4 records:
SMILES | RNase H inhibition
N/C(=N\OC(=O)C12CC3CC(CC(C3)C1)C2)c1ccccn1 | 6%
CCSc1nnc2n(-c3ccc(C)cc3)c(=O)c3c4c(sc3n12)CCCC4 | 7%
O=C(O)c1cc(-c2ccncc2)nc2ccccc12 | 0%
CC(N/C=C1/CC(=O)NC1=O)c1ccccc1 (stereo not given) | 10%

Further compounds follow:
SMILES | RNase H inhibition
CCOC(=O)C(=CC1=C/C(=C/N(C)C)C(=O)O1)C(=O)OCC | 0%
CCOc1ccc(C(=O)Nc2cc3nn(-c4ccc(Cl)cc4)nc3cc2C)cc1[N+](=O)[O-] | 8%
CN1C(=O)C(=Cc2ccc(O)c(I)c2)C(=O)N(C)C1=S | 2%
Cc1ccc(NS(=O)(=O)c2ccc(Cl)cc2)cc1Cl | 2%
Cc1cccc(Oc2cc(N)cc([N+](=O)[O-])c2)c1 | 20%
COc1cccc(/C=C2\SC(=O)N(CCC(=O)Nc3c(C)n(C)n(-c4ccccc4)c3=O)C2=O)c1 | 13%
CCN(CC)CCCOc1ccccc1Cl | 0%
Cc1ccc(CNC(=O)CN(c2cc(Cl)cc(Cl)c2)S(C)(=O)=O)cc1 | 0%
Cc1cc2nn(-c3ccccc3)nc2cc1NC(=S)NC(=O)c1oc2ccccc2c1C | 12%
Cc1ccc(Nc2ccc3nnc(-c4ccc(Br)cc4)n3n2)cc1 | 16%
CN1CCC(=NNC(=O)c2cc3ccccc3cc2O)CC1 | 24%
Cc1cccc(N=Cc2c(O)[nH]c3ccccc23)c1 | 4%
CN(C)c1ccc(-c2nc3sc4c(c3c(=O)[nH]2)CCCC4)cc1 | 12%
CCOC(=O)NC(Nc1ccc([N+](=O)[O-])cc1)(C(F)(F)F)C(F)(F)F | 4%
O=C(c1cc2nc(-c3ccc(Br)cc3)cc(C(F)(F)F)n2n1)N1CCCCC1 | 10%
COc1ccc2nc(NC(=O)CN3C(=O)c4ccccc4C3=O)sc2c1 | 2%
CC1=C(C(=O)Nc2ccc(Br)cc2)C(c2ccc(Cl)cc2)NC(=S)N1 (stereo not given) | 0%
CC(C)CNC(=O)c1ccc2c(c1)C(=O)N(CC(C)C)C2=O | 0%
CCOc1ccc(C(=O)NC(=S)Nc2ccc3oc(-c4ccc(C)cc4)nc3c2)cc1Cl | 10%
CCCc1ccc(OCC(=O)NNC(=O)COc2cc(C)cc(C)c2)cc1 | 6%
O=C(NCc1ccco1)/C(=C/c1ccc([N+](=O)[O-])cc1)NC(=O)c1ccccc1Cl | 6%
COc1ccc(C2Nc3ccccc3-c3nnc(SC)nc3O2)c(OC)c1OC (stereo not given) | 6%
COc1ccccc1OCCOc1cccc(/C=N/n2cnnc2)c1 | 5%
CCOC(=O)c1c(-c2ccccc2)csc1NC(=O)COc1ccccc1C | 8%
CCOCCOC(=O)C1=C(C)NC2=C(C(=O)CC(C)(C)C2)C1c1cccc(O)c1 (stereo not given) | 0%
Cc1no[n+]([O-])c1COc1ccccc1/C=C1\N=C(c2ccccc2)OC1=O | 15%
Cc1cc(C)c(N(C=O)C(=O)C2C(C)C3C=CC2C32CC2)c(C)c1 (stereo not given) | 8%
CC(Oc1ccccc1)C(=O)Nc1ccc(NC(=O)c2ccccc2)cc1 (stereo not given) | 0%
O=C(NC1CCCCC1)c1ccc(CN2CCOCC2)cc1 | 11%
O=C(Nc1ccc(F)cc1)Nc1nnc(-c2cccc([N+](=O)[O-])c2)s1 | 49%
Cc1cccc(N2CCN(S(=O)(=O)c3ccc(Cl)cc3)CC2)c1C | 20%
COC(=O)/C(C#N)=C/c1c(OC)[nH]c2ccccc12 | 3%
CCCCOc1ccccc1C1C(C(=O)OCCC)=C(C)NC2=C1C(=O)CCC2 (stereo not given) | 2%
COC(=O)c1ccccc1NS(=O)(=O)c1ccccc1 | 57%*
O=C(Nc1ccc(Cl)c(Cl)c1)c1cccc(N2C(=O)c3ccccc3C2=O)c1 | 18%
Cc1ccc(NC(=O)CN(c2ccc(Br)cc2)S(C)(=O)=O)c(C)c1 | 2%
O=C(COC(=O)c1cc(Br)ccc1O)c1ccccc1 | 3%
Cc1ccc(OCCOCCOc2ccc(Br)cc2/C=C2/SC(=S)NC2=O)cc1 | 34%
O=C(COc1ccc([N+](=O)[O-])cc1)Nc1cc(-c2nc3ccccc3s2)ccc1Cl | 4%
O=C(/C=C/c1ccccc1)NC(=S)Nc1ccccc1O | 14%
Cc1cc2ncn(S(=O)(=O)c3ccc(Cl)c([N+](=O)[O-])c3)c2cc1C | 23%
CCOC(=O)C1=C(C)N=c2s/c(=C\c3cc(Br)c(OCc4ccc(Cl)cc4)c(OC)c3)c(=O)n2C1c1ccccc1Cl (stereo not given) | 21%
CCOc1ccc(/C=N/NC(=O)CSc2nnc(-c3ccc(Cl)cc3)n2-c2ccccc2)cc1 | 16%
Cc1ccc2[nH]c3c(c2c1)CCC3O (stereo not given) | 15%
Cc1ccc(OCCCCNC(C)(C)C)cc1 | 0%
CC(=O)c1cc(Cl)ccc1OC(=O)c1ccco1 | 24%
Cc1ccc(C)c(OCCOc2ccc(/C=C3\SC(=S)N(C)C3=O)cc2)c1 | 3%
Cc1cc(C)c(OCC(O)Cn2cnc3ccccc32)c(C)c1 (stereo not given) | 0%
COc1ccc(OCC(=O)Nc2ccc(NC(=O)c3ccco3)c(OC)c2)cc1 | 4%
CCOC(=O)C1=C(C)N=c2s/c(=C\c3ccc(OC)c(O)c3)c(=O)n2C1c1ccc(OC)cc1 (stereo not given) | 21%

Grouped by structure, the compounds so far with a CF3 group (4)
SMILES | RNase H inhibition
CSc1ccccc1NC(=O)c1nn2c(c1Br)NC(c1cccs1)CC2C(F)(F)F (stereo not given) | 18%
COc1cc(NC(=O)c2cc3nc(-c4ccc(C)cc4)cc(C(F)(F)F)n3n2)cc(OC)c1OC | 3%
CCOC(=O)NC(Nc1ccc([N+](=O)[O-])cc1)(C(F)(F)F)C(F)(F)F | 4%
O=C(c1cc2nc(-c3ccc(Br)cc3)cc(C(F)(F)F)n2n1)N1CCCCC1 | 10%

Next records follow.
SMILES | RNase H inhibition
O=C1C(=O)N(c2cccnc2)C(c2ccc([N+](=O)[O-])cc2)/C1=C(\O)c1ccc(Cl)cc1 (stereo not given) | 2%
Cc1ccccc1OCC(=O)N1CCN(c2ccccn2)CC1 | 10%
Cc1ccc2oc(-c3ccc(NC(=O)C(C)C)cc3)nc2c1 | 18%
Cc1ccc(-c2n[nH]c(=O)c3ccccc23)cc1S(N)(=O)=O | 15%
Oc1ccc(Br)cc1CN1CCN(Cc2ccc3c(c2)OCO3)CC1 | 16%
CN1CCN(C(=O)c2ccccc2NC(=O)c2cccnc2)CC1 | 10%
CCc1ccc(NC(=O)COc2cccc(C)c2C)cc1 | 5%
O=[N+]([O-])c1cc(Br)c(O)c(C=Nc2cccc3cccnc23)c1 | 11%
N#CC(C(N)=O)=C1CCC2(CC1)OCCCCO2 | 21%
CC1(C)CC(=O)C2=C(C1)OC(N)=C(C#N)C2c1ccco1 (stereo not given) | 5%
COC(=O)c1ccc(NC(=O)CSC2=NC(=O)C(c3ccccc3)C(=O)N2)cc1 (stereo not given) | 5%
COc1ccc2cc(/C=C(\C#N)c3nc(-c4cc5c(ccc6ccccc65)oc4=O)cs3)c(Cl)nc2c1 | 4%
N#C/C(=C/c1ccc2c(c1)OCO2)C(N)=S | 8%
COc1ccccc1C(=O)NC(NC(=O)c1ccccc1OC)c1ccc(F)cc1 | 4%
N=C1/C(=C/c2ccc(OCCOc3ccccc3)cc2)C(=O)N=C2SC(c3ccccc3)=NN12 | 0%
Clc1ccc(/C=N/Nc2nc(-c3ccc4ccccc4c3)cs2)cc1 | 22%
CCc1ccc(S(=O)(=O)Nc2ccccc2OC)cc1 | 0%
COc1ccc(/C=C/C(=O)NC(=S)n2cnc3ccccc32)cc1OC | 6%
Cc1c(C(=O)Nc2ccccc2C(F)(F)F)cccc1[N+](=O)[O-] | 4%
O=S(=O)(O)c1ccc(NS(=O)(=O)c2cccc3cccnc23)cc1 | 11%
COc1ccc(CN2CCC(C(=O)NC3CCCCCC3)CC2)cc1 | 1%
Cc1c(N=CN(C)C)c(=O)n(-c2ccccc2)n1C | 0%
COC(C)(C)C(=O)CC(=O)C(C)(C)C | 5%
COC(=O)c1ccc(/C=N/NC(=O)CN(c2ccc(Oc3ccccc3)cc2)S(C)(=O)=O)cc1 | 30%
CCOC(=O)c1[nH]c(=O)[nH]c1Cn1nc(C)cc1C | 2%
CNc1nc(-c2ccccc2O)nc(-c2ccccc2O)n1 | 0%
Cc1cc(Cl)ccc1NC(=O)CSCc1cccc(Br)c1 | 3%
CC(=O)c1ccc(NC(=O)C2CC(=O)N(C3CCCCC3)C2)cc1 (stereo not given) | 11%
COc1cc2c(cc1NC(=O)COc1ccccc1OC)oc1ccccc12 | 8%
COc1ccccc1NC(=O)CCCC(=O)OCC(F)(F)C(F)F | 10%
Cc1cc(NS(=O)(=O)c2ccccc2[N+](=O)[O-])no1 | 15%
CCC(=O)N1c2ccccc2-c2nnc(SC)nc2OC1c1cccs1 (stereo not given) | 5%
COc1cccc(NC(=O)CCCN2C(=O)c3cccc4cccc(c34)C2=O)c1 | 27%
COc1ccccc1C1Nc2ccc(C(=O)c3ccccc3)cc2NC2=C1C(=O)CCC2 (stereo not given) | 16%
CCOc1ccc(N2C(=O)NC(=O)C(=Cc3cc(OC)c(OC)cc3OC)C2=O)cc1 | 7%
COc1cccc(C(=O)Nc2ccc3oc(-c4cc(Cl)ccc4Cl)nc3c2)c1 | 9%
NC12CC3CC(C1)CC(CC(=O)O)(C3)C2 | 5%

A portion of the library (hit frequency here may not be typical).
